# NR2E3 ag-1 – NR2E3 (human) agonism. Q9Y5X4. GST-NR2E3/biotin-RetCOR TR-FRET, 1536-well. inhibition of corepressor binding, % at 4.78 µM. 320,000 compounds, 0.12% hits. AID 2300;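 active = percent inhibition above the cutoff of mean plus 3 SD of all tested compounds, set per screening campaign, cut at about 20% in these data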;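 also: 0% = DMSO wells and 100% = biotin wells as full block of FRET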
# Target sequence (Q9Y5X4 whole entry, looked up): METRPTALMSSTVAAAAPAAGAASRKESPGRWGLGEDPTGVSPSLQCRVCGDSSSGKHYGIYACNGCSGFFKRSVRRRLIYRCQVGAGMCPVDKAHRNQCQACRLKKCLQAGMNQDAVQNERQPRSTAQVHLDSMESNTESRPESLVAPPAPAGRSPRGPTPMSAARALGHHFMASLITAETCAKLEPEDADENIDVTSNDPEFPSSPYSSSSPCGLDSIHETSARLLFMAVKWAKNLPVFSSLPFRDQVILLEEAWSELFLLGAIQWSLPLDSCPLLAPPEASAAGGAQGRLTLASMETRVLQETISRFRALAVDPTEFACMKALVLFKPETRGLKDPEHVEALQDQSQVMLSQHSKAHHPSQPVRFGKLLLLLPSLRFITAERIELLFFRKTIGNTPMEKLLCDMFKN
#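 Test system – NR2E3–RetCOR corepressor complex · Quantity – NR2E3 fusion 1.35 nM · Buffer or medium – Tris pH 7.5 · Incubation – Compound–protein incubation for 5 h at 4 °C · Technique – TR-FRET, Eu(K)-anti-GST donor, streptavidin-D2 acceptor, ex 340, em 617/671 nm · Evaluation – percent inhibition of 671/617 nm emission ratio versus biotin and DMSO controls · Plate – 1536-well format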
# MITF TRPM1 inh – MITF TRPM1 promoter inhibition in SK-MEL-5 cells; SK-MEL-5 TRPM1 promoter luciferase, 24 h; inhibition, % at 12.5 µM; 330,000 compounds, 0.83% hits;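 active = mean inhibition across replicates of 60% or more, whatever share of single replicates reaches that level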; also: values of inactives mirror those of a sister screen read the other way
# HIF-2a block – HIF-2a inhibition | 360,000 compounds, 0.72% hits | inhibition, % at 18.8 µM | 786-0 RCC cells HIF-2a reporter, luciferase luminescence, overnight;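 active = inhibition of the luminescence signal of 40% or more relative to plate controls, in a single-dose primary screen at 18.75 µM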
# TWEAK Fn14 block – blocks TWEAK-Fn14 interaction in a reporter cell assay. TWEAK-stimulated Fn14 reporter cells, luciferase luminescence, 8 h. inhibition, % at 10 µM. 360,000 compounds, 2% hits; in the data active = inhibition above about 50%
# NR2E3 ag-2 – activates human NR2E3 receptor; CHO-S Gal4-NCOR/VP16-NR2E3 two-hybrid, luciferase; inhibition of corepressor binding, % at 3.98 µM; 360,000 compounds, 0.35% hits; AID 602229;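 active = inhibition above the mean of all tested compounds plus 3 SD, cut at about 70% in these data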;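 also: 0% = DMSO with NR2E3 transfected cells and 100% = cells lacking NR2E3 construct; higher means lower luciferase signal from less NR2E3 corepressor binding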
# Peg3 prom inh – reduces Peg3 promoter-driven luciferase expression in HeLa. inhibition, % at 20 µM. 360,000 compounds, 1.7% hits. HeLa PEG-Prom luciferase reporter, luminescence, overnight;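 active = inhibition of at least 50% at 20 µM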
# aDG glyco act – alpha-DG glycosylation activation | Pro5-aDG cells, alpha-DG glycosylation AlphaScreen (IIH6); 0% Pro5, 100% B10-LARGE cell signal | activation, % at 10 µM | 360,000 compounds, 0.22% hits | AID 624168;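 active = activation of at least 8% versus controls, or a plate z-score of at least 8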;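 also: Pro5 are CHO cells carrying HIG-tagged alpha-DG that lacks glycosylation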
# Shn3 inh set2 – reduces Shn3 3'UTR luciferase signal in osteoblasts; inhibition, % at 12.5 µM; Clone20 osteoblast Shn3 3'UTR firefly luciferase, 24 h; 360,000 compounds, 0.52% hits;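 active = mean inhibition of at least 75% with every replicate also reaching 75%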;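 also: 0% = median of neutral control wells and 100% = pilot-screen positive control compound; some compounds past the cut are filed as inactive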
# hiPSC survival – enhancers of human iPSC single-cell survival. hiPSC single-cell survival, ATPlite luminescence; 100% = ROCK inhibitor wells, 0% = DMSO. survival enhancement, % at 20 µM. 360,000 compounds, 0.044% hits; in the data active = survival enhancement above about 18%;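 also: cells exposed to compounds for 16 hours before the ATP read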
# CF NFkB block – inhibitors of cystic fibrosis induced NF-kB | inhibition, % at 5 µM | AID 588850 | KKLEB NF-kB-GFP reporter, PAF-induced, GFP fluorescence overnight | 360,000 compounds, 0.86% hits;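 active = at least 50% inhibition at 5 µM, scaled per plate between neutral and stimulator controls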;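 also: PAF is a Pseudomonas aeruginosa culture filtrate used as stimulus; plate controls were PAF-stimulated DMSO wells for no effect and unstimulated DMSO wells for full effect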
# KKLEB tox – reduces viability of KKLEB cystic fibrosis airway cells; KKLEB CF airway cells viability, ATPlite luminescence, overnight; active compounds read low; cells stimulated with P. aeruginosa culture filtrate; activity change (cytotoxicity), % at 5 µM; 360,000 compounds, 0.36% hits; AID 602141;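 active = corrected activity change at or below -50% at 5 µM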
# The depositor's hits bear a star; nt = not tested or not shown.
SMILES,NR2E3 ag-1,MITF TRPM1 inh,HIF-2a block,TWEAK Fn14 block,NR2E3 ag-2,Peg3 prom inh,aDG glyco act,Shn3 inh set2,hiPSC survival,CF NFkB block,KKLEB tox
CC(=O)Nc1ccc(C(=O)Nc2nc(-c3ccccn3)cs2)cc1,2,-11,-75,-6,-14,-27,-0.1,-22,0.2,16,-10
CC1(C)C2CCC1(CS(=O)(=O)NC1CCCC1)C(=O)C2 (stereo not drawn),2,9,8,7,10,0,0.0,8,0.1,2,0
COc1ccc(Nc2c(-c3ccco3)nc3cccc(C)n23)cc1,1,-16,5,5,-7,-3,0.2,-19,0.5,-4,8
CCN(CC)CCCn1c2c(c(SCC(=O)Nc3nc4ccccc4s3)nc1=O)CCC2,-5,0,-21,0,-3,-21,-0.1,-18,-0.6,27,-8
Cc1ccc(C(=O)CSc2ccccn2)cc1,3,-68,-183,2,-81,-321,-0.1,-55,1.7,-14,0
Cc1ccc(C(=O)NCCCNC(=O)c2ccc(C)nc2)cc1,-2,-11,3,19,-18,4,0.0,-2,-0.6,-10,2
Cc1cccc(NC(=O)CSc2nnc(CN3CCOCC3)n2C)c1C,-1,nt,3,-1,11,9,-0.3,-2,-0.9,-26,6
C=CCN(c1ccccc1)S(=O)(=O)c1cccc(C(=O)NCC(c2ccc(OC)cc2)N2CCCCC2)c1 (stereo not drawn),nt,8,9,8,0,50,1.0,25,-0.3,21,-4
COc1ccc(/C=N/NC(=O)c2ccc(N(C)S(=O)(=O)c3ccccc3)cc2)c(OC)c1,2,12,19,-13,-3,14,-0.4,2,0.1,12,3
COc1cccc(CNc2ccc(C(=O)O)cc2)c1OCc1ccccc1,3,1,8,0,1,2,-0.3,5,0.1,13,0
CCOC(=O)c1ccc(-n2c(CN3CCC(O)CC3)nc3ccc([N+](=O)[O-])cc3c2=O)cc1,1,5,-49,29,-42,-24,0.0,-14,-0.8,7,-8
O=C(CNC(=S)NC(=O)c1ccc(F)cc1)c1ccccc1,-1,-7,-52,-17,-31,-48,-0.2,-13,-0.8,5,-1
COC(=O)CC1C(=O)NCCN1C(=O)c1ccc(S(=O)(=O)N2CCOCC2)cc1 (stereo not drawn),5,1,20,-15,-8,3,-0.1,-12,0.6,-16,17
Nc1c(-c2ccc(Cl)cc2)nnn1-c1ccccc1,-1,-70,-262,-22,-98,-240,-0.2,-107,-2.8,2,4
CCOc1ccc(/C=C/C(=O)OCC(=O)Nc2cccc(S(=O)(=O)N3CCCC3)c2)cc1,-3,-2,-11,-3,-30,-5,-0.1,-14,-0.3,15,18

# Laid out differently: entries from further up
Cc1ccc(C(=O)CSc2ccccn2)cc1
  NR2E3 ag-1: 3; MITF TRPM1 inh: -68; HIF-2a block: -183; TWEAK Fn14 block: 2; NR2E3 ag-2: -81; Peg3 prom inh: -321; aDG glyco act: -0.1; Shn3 inh set2: -55; hiPSC survival: 1.7; CF NFkB block: -14; KKLEB tox: 0

Cc1ccc(C(=O)NCCCNC(=O)c2ccc(C)nc2)cc1
  NR2E3 ag-1: -2; MITF TRPM1 inh: -11; HIF-2a block: 3; TWEAK Fn14 block: 19; NR2E3 ag-2: -18; Peg3 prom inh: 4; aDG glyco act: 0.0; Shn3 inh set2: -2; hiPSC survival: -0.6; CF NFkB block: -10; KKLEB tox: 2

# Next records.
SMILES,NR2E3 ag-1,MITF TRPM1 inh,HIF-2a block,TWEAK Fn14 block,NR2E3 ag-2,Peg3 prom inh,aDG glyco act,Shn3 inh set2,hiPSC survival,CF NFkB block,KKLEB tox
O=C(CSc1ccc(Cl)cc1)Nc1cccc(-c2nc3ncccc3o2)c1,1,12,-55,71*,-24,12,-0.1,25,-2.6,-59,5
CC(C)OCCCNC(=O)C1CC(=O)N(CCc2ccccc2)C1 (stereo not drawn),0,-18,18,10,-24,5,0.0,2,-0.4,9,1
CN(Cc1ccccc1)/C(=N/O)c1cccc(Cl)c1,-3,-3,15,-4,-11,8,0.0,-3,-0.6,14,-5
COc1cccc(C2=NN(C(=O)c3ccco3)C(O)(C(F)(F)F)C2)c1 (stereo not drawn),0,9,10,-21,11,-3,-0.1,5,1.1,0,6
COc1cccc2nc3cc(C)c(C)cc3nc12,-9,-1,-134,-1,-164,-105,0.3,-3,-0.3,-13,-22
O=C(Nc1ccc(Cl)cc1)c1ccc2c(c1)S(=O)(=O)c1ccccc1C2=O,-1,-3,-7,-25,-6,27,-0.2,-2,1.7,-20,7
CCn1cc(C(=O)NCCc2ccccc2)c(=O)c2cc(S(=O)(=O)N3CCCC3)ccc21,3,-6,18,-22,-8,10,-0.1,-6,0.8,-3,8
CC(C)C1NC2(C(=O)c3ccccc3C2=O)C2C(=O)N(c3ccc(F)cc3)C(=O)C12 (stereo not drawn),0,-6,15,11,-6,1,-0.1,-13,1.8,-2,-7
O=C(O)Cc1csc(NC(=O)c2ccco2)n1,2,-2,-28,-6,-8,-1,0.1,-9,-1.2,3,-1
COc1ccccc1NS(=O)(=O)c1cccc(C(=O)NCC2(N3CCCCC3)CCCCC2)c1,nt,-14,7,-1,6,5,0.0,-14,0.1,-34,-5
CC(N1CCOC1=O)S(=O)(=O)c1ccccc1 (stereo not drawn),-1,6,3,3,-13,7,-0.2,-2,-1.0,-11,15
CCOC(=O)C1(CC2CC2)CCN(Cc2cnc(-c3ccccc3C)nc2)CC1,0,2,13,-4,-3,24,0.0,3,0.4,12,4
Cc1ccc(S(=O)(=O)N2CCCCC2)cc1NC(=O)CN1C(=O)CN(C)C1=O,2,2,9,-14,-18,-3,-0.1,15,-0.2,-7,9
Cc1ccc(CNC(=O)C2CCN(S(=O)(=O)c3cnc[nH]3)CC2)cc1,-2,-1,1,11,1,13,0.1,-6,0.9,7,-3
COc1cc(-c2cc3nc(NCCN(C)C)ccn3n2)cc(OC)c1OC,nt,nt,-26,-3,4,-17,0.2,-10,1.4,-25,1
O=C(Nc1nnc(-c2ccco2)o1)C1CCCCC1,0,-7,-18,1,-5,-30,-0.1,-22,-0.2,-7,-1
O=C(N/N=C/c1cccc(Cl)c1Cl)Nc1ccccc1,0,-87,-277,-30,-65,-115,0.1,5,0.8,-26,-9
Cc1ccc2cc3c(N)[nH]nc3nc2c1,-7,15,-32,-3,-19,-36,-0.2,-18,-1.6,-1,1
CCN1C(=O)C(CC(=O)Nc2ccc(Cl)cc2)N(NC(=O)c2ccncc2)C1=S (stereo not drawn),2,nt,15,-2,-14,5,0.0,14,-0.2,1,-1
CC(C)/C=C/CN1CCN(CCCc2ccccc2)C(CCO)C1 (stereo not drawn),5,10,10,-16,-5,14,0.1,2,-0.7,19,1
Cc1sc(NC(=O)CS(=O)(=O)c2ccccc2)c(C#N)c1C,0,-40,-134,4,-63,-91,0.2,-50,-0.3,0,-7
CCCOc1ccc(/C=N/NC(=O)CN2CCCCC2)cc1,5,1,5,11,-4,-1,0.0,10,0.5,3,7
COc1cc(OC)cc(-c2cc3nc(C)c(CCC(=O)NC(C)CCc4ccco4)c(C)n3n2)c1 (stereo not drawn),2,-4,39,8,7,15,-0.1,30,-0.6,-8,-6
Cc1ccc2[nH]c(=O)c(CN(Cc3cccs3)Cc3nnnn3Cc3ccccc3)cc2c1,1,3,-172,1,-8,-54,0.3,12,-0.6,-3,9
CCc1ccc(NC(=O)CN(c2ccccc2)S(=O)(=O)N(C)C)cc1,0,7,-9,-2,17,-4,-0.3,-16,-1.2,15,3
Cc1ccc(S(=O)(=O)NCC(=O)Nc2cccnc2)cc1C,nt,6,8,16,1,-9,0.1,21,-0.6,-6,14
CC(C)(C)OC(=O)C[C@H]1C/C=C\C[C@H](CC(=O)NCCO)C(=O)N[C@@H](c2ccccc2)COC1=O,nt,-11,-5,0,12,11,0.1,7,-3.1,-10,9
CCC(=O)N1CC2(c3ccccc3)CN(C(=O)CC)CC(c3ccccc3)(C1)C2=O,0,10,13,-5,-24,10,0.3,-13,-0.1,7,-2
O=C(/C=C/c1ccc([N+](=O)[O-])cc1)Nc1ncc([N+](=O)[O-])s1,nt,42,-78,66*,-52,-29,0.2,35,1.5,38,-52*
CCNC(=S)N1CCCCC1CO (stereo not drawn),3,10,17,-3,-23,4,-0.4,-15,3.7,-2,-9
COc1ccc(-c2cn3c(C)c(C(=O)N4CCCc5ccccc54)sc3n2)cc1,-3,-1,-67,39,-22,-4,1.9,11,0.3,-47,12
O=C1c2cccc(OCC(=O)N3CCCc4ccccc43)c2CCN1Cc1cccnc1,2,13,15,20,31,14,0.4,73,-0.5,-2,8
CC(=O)c1cccc(OCc2cc(C(=O)N(C)CCc3ccccn3)no2)c1,0,-1,-36,-11,-50,-32,-0.1,-13,0.2,1,1
C/C(=N\NC(=O)c1nc2ccccn2c1C)c1cccc([N+](=O)[O-])c1,3,3,8,18,13,14,0.3,-12,-0.5,3,0
O=C(NCC1OCCCN1S(=O)(=O)c1cc(F)ccc1F)C(=O)NC1CCCC1 (stereo not drawn),-1,-1,6,13,5,5,0.0,-4,0.1,-5,0
CCN(CC(=O)Nc1ccc(OC)cc1)C(=O)Cc1coc2cc(C)c(C)cc12,-1,2,14,-13,6,9,0.0,17,1.1,24,-2
COc1cccc(NC(=O)N2CCN(c3nc(-c4cccc(OC)c4)cs3)CC2)c1,1,17,-29,67*,8,51*,0.4,32,-0.8,-9,7
CCCCn1c(-c2ccc(OC)cc2)nc2c(=O)n(C)c(=O)[nH]c21,3,-1,-36,14,-31,-3,-0.1,-14,0.0,-2,4
CN(c1ccc(OCC(=O)N2CCCC2)cc1)S(=O)(=O)c1ccc(Cl)cc1,3,10,12,8,14,14,-0.3,14,-0.5,-11,3
CCOC(=O)CNC(=O)CSc1nc2sc(C)c(C)c2c(=O)n1C,1,11,19,0,-2,14,0.7,-3,0.3,13,-8
CC1C(=O)Nc2ccccc2N1C(=O)c1ccc(F)cc1F (stereo not drawn),1,nt,21,17,-4,-1,-0.2,9,0.6,9,10
COc1ccc2ccccc2c1/C=N/n1cnnc1,0,16,11,-2,11,2,-0.2,-4,-0.3,-20,-2
COc1cccc(CN(C)CC(O)COC(c2ccccc2)c2ccccc2C)c1 (stereo not drawn),-4,3,17,-6,13,5,0.1,64,-0.4,-6,-9
CCn1cc(C(=O)NCC2COc3ccccc3O2)c2cc(OC)c(OC)cc2c1=O (stereo not drawn),4,3,4,5,-1,8,0.0,8,8.2,-6,5
COc1ccc(CNCCCNCc2ccc(OC)c(OC)c2)cc1OC,nt,-3,-14,3,-13,-20,0.2,-8,2.1,-26,12
O=C(NCc1cccnc1)C(=O)Nc1nc2ccccc2s1,0,-9,-104,3,-38,-45,0.2,-57,4.7,-5,-8
COC(=O)N/N=C\c1ccc(-c2cc(Cl)c(Cl)cc2Cl)o1,-1,-2,-30,-18,-24,19,-0.5,7,0.8,-23,-6
COc1ccc(Cc2nnc(SCc3c(C)noc3C)n2C2CCCCC2)cc1OC,0,-8,-83,-24,0,-33,0.3,4,-0.5,-4,-1
